NCOA3 inh – inhibits human SRC3 coactivator. Q9Y6Q9. inhibition, % at 3.6 µM. hit rate 0.17% among 360,000. HEK293 GAL4-SRC3 luciferase reporter, luminescence. AID 588352;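 active = inhibition above a per-campaign cutoff, the mean of all compounds plus 3 SD, cut at about 60% in these data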;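 also: 0% = DMSO-treated cells and 100% = gossypol-treated cells at 36 µM; higher means less SRC3-driven luciferase light from the GAL4 reporter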
LMP1 NFkB inh – inhibitors of Epstein-Barr LMP1-induced NF-kappaB reporter. LMP1-induced NF-kappaB luciferase reporter cells, luminescence. inhibition, % at 12.5 µM. hit rate 0.69% among 350,000. AID 504558; in the data active = inhibition above about 41%;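 also: 0% = neutral control wells and 100% = reference inhibitor control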
NOD2 RIPK2 PPI – NOD2-RIPK2 protein interaction inhibition. CHO BLA complementation NOD2-RIPK2, CCF4 ratio. O43353. inhibition, % at 4.98 µM. hit rate 0.38% among 360,000; in the data active = inhibition above about 21%;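 also: 0% = vehicle only and 100% = reference blocker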
COUP-TFII inh – blocks human COUP-TFII nuclear receptor | P24468 | HEK293T NGFI-A luciferase reporter, luminescence | AID 686940 | hit rate 0.7% among 370,000 | inhibition, % at 8.6 µM;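 active = inhibition above a per-plate cutoff, mean inhibition of test wells between control levels plus 3 SD, cut at about 38% in these data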;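 also: cells cotransfected with COUP-TFII expression vector driving the NGFI-A reporter; 0% = median of COUP-TF2 test wells and 100% = reporter-only cells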
Target sequence (P24468 whole entry, looked up): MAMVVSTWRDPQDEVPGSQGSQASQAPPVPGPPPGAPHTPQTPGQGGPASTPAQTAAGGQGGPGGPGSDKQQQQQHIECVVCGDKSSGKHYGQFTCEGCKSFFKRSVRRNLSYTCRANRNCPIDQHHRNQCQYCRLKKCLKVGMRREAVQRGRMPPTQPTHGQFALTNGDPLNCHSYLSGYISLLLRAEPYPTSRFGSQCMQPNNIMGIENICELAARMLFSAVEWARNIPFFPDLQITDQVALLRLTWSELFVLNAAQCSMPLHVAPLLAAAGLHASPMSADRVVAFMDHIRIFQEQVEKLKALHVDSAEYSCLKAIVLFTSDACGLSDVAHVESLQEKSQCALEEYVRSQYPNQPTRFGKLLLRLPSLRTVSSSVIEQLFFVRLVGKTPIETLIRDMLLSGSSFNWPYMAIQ
LRH-1 inv ag – inverse agonists of human LRH-1 (NR5A2). hit rate 0.13% among 360,000. HEK293T StAR-luciferase reporter, LRH-1 transfected, 24 h. inhibition, % at 3.6 µM;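 active = inhibition above the mean inhibition of all tested compounds plus 3 SD, cut at about 73% in these data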;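 also: 0% = DMSO wells and 100% = reporter-only cells lacking LRH-1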
Target sequence (O00482 whole entry, looked up): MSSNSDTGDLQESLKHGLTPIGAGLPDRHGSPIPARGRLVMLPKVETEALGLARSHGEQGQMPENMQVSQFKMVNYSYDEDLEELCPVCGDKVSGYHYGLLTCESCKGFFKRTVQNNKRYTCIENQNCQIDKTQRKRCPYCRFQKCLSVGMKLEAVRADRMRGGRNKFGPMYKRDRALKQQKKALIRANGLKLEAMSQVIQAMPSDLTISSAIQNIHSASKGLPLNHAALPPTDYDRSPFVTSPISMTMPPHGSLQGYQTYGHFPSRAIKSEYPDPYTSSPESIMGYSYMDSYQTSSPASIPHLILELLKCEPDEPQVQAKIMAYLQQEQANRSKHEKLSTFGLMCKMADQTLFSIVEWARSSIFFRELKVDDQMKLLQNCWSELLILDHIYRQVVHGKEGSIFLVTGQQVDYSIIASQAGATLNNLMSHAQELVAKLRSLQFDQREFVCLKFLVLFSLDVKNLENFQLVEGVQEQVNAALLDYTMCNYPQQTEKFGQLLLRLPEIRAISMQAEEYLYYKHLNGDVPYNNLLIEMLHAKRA
TROY signal inh – blocks TROY-dependent signaling in reporter cells; Q293 LMP1-TROYcd NF-kB luciferase reporter, 4 h; inhibition, % at 10 µM; hit rate 0.98% among 360,000;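 active = compounds whose plate-normalised and pattern-corrected inhibition of the luciferase reporter signal at the single screening dose is 50% or more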
C8 TRAIL sens – caspase-8 TRAIL sensitization | NB7+C8 cells + TRAIL, ATPlite viability luminescence | inhibition (viability loss, TRAIL sensitization), % at 10 µM | hit rate 1% among 360,000 | AID 624354;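 active = compounds causing at least 50% loss of cell viability in the single-dose screen, relative to plate controls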
NCOA1 inh – human NCOA1 inhibition; Q15788; HEK293 GAL4-SRC1 luciferase reporter, luminescence; inhibition, % at 3.6 µM; hit rate 0.12% among 360,000; AID 588354;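 active = inhibition above the campaign mean plus 3 SD, with each screening campaign given its own cutoff, cut at about 60% in these data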;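 also: 0% = DMSO treated cells and 100% = gossypol at 36 µM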
TLR9-MyD88 inh – inhibitors of human TLR9-MyD88 binding; Q9NR96+Q99836; CHO BLA complementation TLR9-MyD88, CCF4 FRET ratio; inhibition, % at 4.98 µM; hit rate 0.21% among 340,000; AID 504734;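 active = inhibition above the mean over all tested compounds plus 3 SD, cut at about 21% in these data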;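 also: 0% = DMSO only wells and 100% = clavulanate BLA inhibitor control wells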
Vif inh – inhibitors of HIV Vif; hit rate 0.35% among 340,000; inhibition, % at 7.49 µM; HEK293T cells, Vif self-association by quenched fluorescence, imaging, 24 h; AID 602346; in the data active = inhibition above about 50%, passing the limit was not always enough; also: some results filed as inactive read as strong as hits
SRC2 inh – inhibits human steroid receptor coactivator 2; inhibition, % at 9 µM; HEK293 GAL4-SRC2 luciferase reporter, luminescence; hit rate 0.17% among 370,000; Q15596;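 active = inhibition above the mean inhibition of all tested compounds plus 3 SD, set per campaign, cut at about 52% in these data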;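 also: 0% = DMSO treated cells and 100% = cells given Gossypol at 36 µM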
Numbers without * were called inactive; nt = no result given; & = joins results of further samples.

mol	NCOA3 inh	LMP1 NFkB inh	NOD2 RIPK2 PPI	COUP-TFII inh	LRH-1 inv ag	TROY signal inh	C8 TRAIL sens	NCOA1 inh	TLR9-MyD88 inh	Vif inh	SRC2 inh
O=C(Nc1nc(-c2cc(F)ccc2F)cs1)C1=NN(c2ccccc2)C(=O)CC1	0	-7	-10	-1	0	12	8	-9	3	-13	-15
Cc1ccc(CN=C2Nc3ccccc3CS2)cc1	-48	-18	-2	-50	-122	-8	49	-83	-6	-6	-57
CCOC(=O)CN1C(=O)C2(OCCCO2)c2ccccc21	-7	-7	-9	-6	5	-7	-8	3	-4	14	-11
O=C(O)CCCCCn1c(SCC(=O)c2ccc(O)c(O)c2)nc2ccsc2c1=O	14	-2	1	-3	14	-1	-2	2	1	8	-7
COc1ccc2nc(SCC(=O)NCC(F)(F)F)[nH]c2c1	8	5	-16	15	-2	11	9	-10	5	-5	-31
CC1=NN(C(=O)CCc2ccccc2O)C(O)(C(F)(F)F)C1 (centres undefined)	8	-1	1	7	-5	11	-4	7	-18	-5	-12
Cc1ccc(C2=NNC(=O)C(P(=O)(c3ccccc3)c3ccccc3)C2)cc1 (centres undefined)	10	-7	-6	-23	-6	0	-4	0	0	2	-1
Cc1cccc(NC(=O)CCOc2ccccc2)c1	-35	-15	4	-5	-28	-60	-14	-33	-5	-2	-15
Cc1nnc(NC(=O)NC(C)N2C(=O)C3C4C=CC(C4)C3C2=O)s1 (centres undefined)	-2&6	10&2	-4&1	-6&-9	-8&-6	11&22	-8&-8	11&-12	-9&7	1&1	-36&-10
COc1ccc(Nc2nc(N)nc(CSC(=S)N3CCOCC3)n2)cc1	-31	8	4	-16	-91	-45	-4	-57	2	34	-22
S=C1Nc2ccccc2Sc2ccc(Cl)cc21	0	-9	10	19	1	-15	-4	5	-13	1	10
CCCC(C)NC(=O)C1c2ccccc2Oc2ccccc21 (centres undefined)	14	2	-18	-11	7	-11	-5	31	-6	8	-11
CCCCSc1nc(O)c(Cc2ccccc2)c(=O)[nH]1	7	-2	-1	-16	-10	11	13	0	0	nt	1
CN1CCc2c(sc(NC(=O)Cc3ccccc3)c2C(N)=O)C1	13	3	-2	-22	9	-4	-15	6	-6	nt	4
c1ccc(-c2csc3nnc(SCc4ccc5c(c4)OCCO5)n23)cc1	-2	-4	-1	6	2	18	2	3	-3	12	-10
CCN1CCN(C(=O)CN(c2cc(OC)ccc2OC)S(C)(=O)=O)CC1	5	1	-1	-4	-5	9	-11	9	-11	14	-18
N#Cc1ccccc1OCC(=O)Nc1ccc(N2CCOCC2)cc1N1CCOCC1	5	-10	-7	-9	-1	-10	-7	5	0	-2	16
COc1ccccc1N1CCN(C(=O)c2cn(C)c3ccc(S(=O)(=O)N4CCOCC4)cc3c2=O)CC1	0	-3	4	3	-7	-7	-7	-20	-2	-6	-10
Nc1nc(NCC2CCCO2)nc(Nc2ccccc2F)c1[N+](=O)[O-] (centres undefined)	21	6	-6	6	-5	-18	-11	-10	-2	-2	18
O=C(NN=C1C2CC3CC(C2)CC1C3)c1cc(Cl)ccc1O	3	3	-8	-4	-54	-9	-1	-38	-4	4	-25
Cc1ccc(OCCCCN2CCCCC2)cc1	1	4	8	13	6	-17	15	11	0	-4	11
COCCn1c(C)cc(C(=O)CSc2nnc(C3CC3)n2C2CC2)c1C	13	-6	9	13	-1	-11	-3	-8	0	-7	-18
O=C(Cn1c(CN2CCCCC2)nc2ccccc2c1=O)NCc1ccco1	17	12	-9	-1	7	-6	-19	-12	-8	0	21
CCCN(CCC)S(=O)(=O)c1ccc(C(=O)Nc2cc3oc4ccccc4c3cc2OC)cc1	3	37	-10	-13	4	-7	2	0	-7	-5	1
CCOC(=O)Cn1cnc2scc(-c3ccccc3)c2c1=O	-5	4	2	-5	6	10	-15	-1	-6	-9	3
COc1ccc(-c2cc(=O)oc3cc(OC(C)C(=O)NC(Cc4c[nH]c5ccc(O)cc45)C(=O)O)ccc23)cc1 (centres undefined)	-27	0	-1	2	-7	-17	-17	10	5	-10	2
Cc1cc(C)nc(N/N=C/c2ccc(Cl)cc2)n1	-22	4	8	3	-8	-18	-14	-1	-5	2	-7
Cc1cccc(C2NC(=O)c3c(sc(C)c3C)N2)c1O (centres undefined)	8	-18	10	-2	21	-22	14	2	2	15	4
CCn1cc(C(=O)N[C@@H](CC(C)C)C(=O)NCCCn2ccnc2)c(=O)c2cc3c(cc21)OCO3	8	1	8	1	1	-12	38	16	-2	8	19
O=C(/C=C/c1cc(Br)ccc1F)Nc1cccnc1	-50	-3	1	-12	-56	-46	11	-13	-4	0	-16
O=c1c(Cc2ccc(F)cc2)c(O)ccn1Cc1cccc(Cl)c1	-17	1	8	12	-8	2	-10	7	-7	-3	-9
CCCNC(=O)CN(c1ccc(F)c(Cl)c1)S(C)(=O)=O	-3	-9	13	-10	1	-2	-4	-19	4	18	-22
Cc1cccc(N(Cc2cc3ccccc3[nH]c2=O)S(C)(=O)=O)c1	-6	3	-4	15	24	-22	5	-3	0	-1	-27
COc1cccc(NC(=O)C2CCC2)c1	-5	-4	-10	3	2	-21	-22	-2	0	-15	16
O=C(NNS(=O)(=O)c1ccccc1[N+](=O)[O-])c1cc2ccccc2cc1O	-23	-7	0	-43	-4	2	-7	-15	6	-4	-12
Cc1ncsc1CCSc1n[nH]c(=O)n1-c1ccccc1	0	9	-5	-12	13	-1	0	8	6	5	12
O=c1c2ccccc2nc2ccc(NCc3ccco3)nn12	-74	-23	2	-21	-83	-10	12	-58	3	3	-48
CCSc1ccccc1C(=O)N1CCCC1	9	-2	-4	-11	-11	12	-2	-52	-15	22	1
CCOc1ccc(C(=O)OCC(=O)c2c(N)n(C)c(=O)n(C)c2=O)cc1OCC	-8	-1	5	-8	-9	16	5	5	-5	5	-12
CC(=O)NC(Cc1c[nH]c2ccccc12)C(=O)OCC(=O)Nc1ccc2c(c1)OCO2 (centres undefined)	-14	2	0	14	62	-8	-21	10	-1	2	7
O=C(Nc1nncs1)C1(c2ccccc2)CCCC1	13	2	5	16	-4	5	13	-7	-3	-2	8
Cc1onc(-c2ccccc2)c1C(=O)N[C@@H]1C(=O)N2C1SC(C)(C)[C@@H]2C(=O)O (some centres undefined)	1	-2	-17	7	-26	-5	-6	4	-5	-11	5
COc1ccc(NC(=O)CN(C)S(=O)(=O)c2ccc(Cl)cc2)c([N+](=O)[O-])c1	19	0	10	nt	5	3	14	-7	0	nt	nt
O=C(C[n+]1ccccc1)N/N=C/c1ccc(Br)cc1	-5	4	-23	-8	8	-3	-6	3	-5	9	-19
CN(C(=O)Cn1nc(Cl)ccc1=O)C1CCCN(Cc2ccccc2F)C1 (centres undefined)	-2	-6	-18	11	-1	4	-2	-11	4	4	-9
COc1cc(C(O)c2nc(-c3ccccc3C)cs2)ccc1F (centres undefined)	2	nt	-4	17	-1	5	-10	-1	nt	0	-3
CCOc1cccc2sc(N(CCN(C)C)C(=O)c3ccc(Br)s3)nc12	22	1	3	4	2	4	2	-5	1	1	13
O=C(Nc1ccc(Br)cc1)N1CCCCCCC1	-31	-26	-6	-10	-23	-42	-1	-42	-15	2	-33
O=c1cc[nH]c2c(Cl)cccc12	-31	3	-4	-26	-24	-66	14	-28	-3	-4	-47
CCc1c(C)[nH]c2ccc(C)cc2c1=O	-15	-4	-5	-15	-13	-31	14	-20	7	nt	-11
CCn1c(C)nc2cc(S(=O)(=O)C(F)(F)F)ccc21	-5	-1	0	3	-17	-10	9	2	-1	-4	-18
OC1(c2ccc(Cl)cc2)CCN(Cc2nc(-c3cnccn3)no2)CC1	3	0	-8	9	4	5	-3	-23	1	3	-17
CC1CCc2c(sc3nc(CSc4nnnn4C)[nH]c(=O)c23)C1 (centres undefined)	-1	-2	5	-23	-2	-24	-5	-3	-1	-7	-3
c1coc(-c2nnc3sc(Cc4cccs4)nn23)c1	-2	1	-1	-16	-19	-12	1	-1	-3	5	-24
COCCCNC(=O)Cn1cc(C(=O)C2CC2)c2ccccc21	6	25	12	2	-7	16	7	-16	3	0	7
CS(=O)(=O)n1nc(OC(=O)c2cccc3ccccc23)cc1N	-1	-30	12	1	-4	40	-8	-7	10	13	-4

Other entries
mol	NCOA3 inh	LMP1 NFkB inh	NOD2 RIPK2 PPI	COUP-TFII inh	LRH-1 inv ag	TROY signal inh	C8 TRAIL sens	NCOA1 inh	TLR9-MyD88 inh	Vif inh	SRC2 inh
O=C1Nc2c(c(=O)[nH]c(=O)n2-c2ccccc2)C(C(F)(F)F)(C(F)(F)F)N1	12	-15	-6	19	12	12	-4	4	-3	3	1
CNC(=O)c1ccc(NC(=O)CC23CC4CC(CC(C4)C2)C3)cc1	10	-7	-6	-4	-30	8	-4	-2	-9	-4	15
COc1cc(OC)c(NC(=O)[C@@H]2CCC(=O)N2C2OC(=O)c3c2ccc(OC)c3OC)cc1Cl (some centres undefined)	7	-10	-3	3	13	-12	-9	-14	-3	-5	1
CC(=O)Nc1c2c(nn1-c1ccccc1C)CS(=O)(=O)C2	9	1	-1	7	-2	-13	-7	-6	-1	nt	-10
Cc1ccc(N(C(=O)Cn2nnc3ccccc32)C(C(=O)NC2CCCCC2)c2cn(C)nc2C)cc1 (centres undefined)	4	-5	-5	5	-19	-55	-18	-2	-5	-8	-21
Cc1ccc(S(=O)(=O)CCC(=O)OCC(=O)Nc2cccc(S(=O)(=O)N3CCCCC3)c2)cc1	-6	16	-10	2	-17	9	-1	2	6	1	-22
COc1ccccc1N(C(=O)c1ccco1)C(C(=O)NC1CCCC1)c1ccncc1 (centres undefined)	1	-2	0	-1	0	4	6	-8	-12	-9	21
COCCNC(=O)C1CC(c2ccc(C(F)(F)F)cc2)=NO1 (centres undefined)	-1	0	-1	-3	6	-6	8	3	0	-9	-8
CCOc1ccc(S(=O)(=O)NCCC(=O)N2CCN(C(C)=O)CC2)cc1	19	2	7	18	9	-17	2	2	-2	nt	-1
COCCNc1nc(SCC(=O)N2CCN(c3ccccc3)CC2)nc2ccccc12	10	5	-8	-8	7	11	-3	11	10	13	7
CCOC(=O)N1CCN(C(=O)c2ccc(CS(=O)c3ccccc3)o2)CC1 (centres undefined)	16	-5	-4	5	-15	5	-2	-13	-6	-5	-22
Brc1cccc(Nc2nc(-c3cccnc3)cs2)c1	-55	-45	-5	-24	-1	5	-5	-45	-6	-12	-47
CCCCN(C)CCNC(=O)c1cc(-c2cccnc2)nc2ccc(S(=O)(=O)N3CCC(C)CC3)cc12	28	-18	-4	4	-16	-20	10	-5	-11	1	-6
CC(=O)NCCC(=O)Nc1nc(-c2ccccc2Cl)cs1	10	-5	4	0	-10	-23	-4	-9	-9	0	-19
Cc1ccsc1C(=O)N1CCCC(CCC(=O)NCc2ccccc2F)C1 (centres undefined)	6	3	-4	0	7	5	-2	-26	-4	-5	-28

Screens deposited in PubChem BioAssay by several laboratories.

Only part of the results is shown, so the mix of outcomes need not match the whole.
